# Myeloid diff 2 = induction of myeloid progenitor differentiation, primary screen, cell-based, flow cytometry, MLPCN library | ER-HoxA9 myeloid progenitors, lysozyme-GFP differentiation | 360,000 tested, 1% active | calls only at 10 µM;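 active means normalized GFP-positive differentiation at or above the plate's own cutoff, the solvent-only control mean plus 3 SD; inconclusive means no clear call, values can overlap the other calls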;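 further: cells exposed to compound for four days before flow analysis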
# GPR55 activation = GPR55 agonists via beta-arrestin recruitment, primary screen, imaging, U2OS cells, beta-arrestin-GFP redistribution (AID 1961); U2OS GPR55 beta-arrestin-GFP redistribution imaging; higher % means a stronger effect; G-protein coupled receptor 55 (Homo sapiens); 290,000 tested, 0.048% active; one-dose activation, % at 10 µM; EC50 in µM for titrated hits;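 active means activation above 40% with more than 50 cells counted in the well; inconclusive means wells holding fewer than 50 cells, flagged as toxic or sparse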;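 further: U2OS osteosarcoma cells stably expressing GPR55 and beta-arrestin-GFP; plate controls were DMSO negative control for no effect and LPI positive control for full effect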
# HEK293 NOD2/NF-kB = NOD2 signaling inhibitors, cell-based, luminescence, uHTS, HEK293 (AID 1566); inhibition, % at 4 µM; hits with a dose series show EC50 in µM; HEK293 NOD2/NF-kB luciferase reporter, luminescence; higher % means a stronger effect; 290,000 tested, 0.63% active; further: many of its hits are not listed in these tables
# KOR beta-arrestin-1 = KOR agonists, beta-arrestin recruitment, primary screen, cell-based, luminescence, uHTS (AID 1777) | 280,000 tested, 0.02% active | activation, % at 10 µM, or EC50 in µM where a hit was titrated | KOR beta-arrestin recruitment, luminescence; higher % means a stronger effect | Kappa-type opioid receptor (Homo sapiens); in the data active means activation above about 50%, passing the limit was not always enough; further: a part of the inactive calls stands beside numbers as strong as those of hits
# GPR55 antagonists = GPR55 antagonists blocking LPI-driven arrestin recruitment, primary screen, imaging, U2OS, beta-arrestin-GFP, LPI agonist (AID 2013) | G-protein coupled receptor 55 (Homo sapiens) | inhibition, % at 10 µM; hits with a dose series show IC50 in µM | 290,000 tested, 0.13% active | U2OS GPR55 beta-arrestin-GFP translocation imaging, LPI antagonism; higher % means a stronger effect;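 active means spots per cell inhibited over 60%, with over 100 cells counted and total cytoplasm intensity under 500,000; inconclusive means wells with under 100 cells, flagged as likely toxic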;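 further: U2OS cells stably carrying GPR55 and arrestin-GFP stimulated by 5 µM LPI near EC80; imaged beta-arrestin-GFP aggregate spots per cell after agonist stimulation; plate controls were LPI-stimulated DMSO wells for no effect and DMSO wells without LPI for full effect; some results filed as inactive read as strong as hits; confirmed hits need IC50 under 10 µM and bright autofluorescent wells are also inconclusive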
# KOR beta-arrestin-2 = KOR antagonists, beta-arrestin recruitment, cell-based, luminescence, uHTS (AID 1778); Kappa-type opioid receptor (Homo sapiens); KOR beta-arrestin recruitment, luminescence, antagonist mode; higher % means a stronger effect; 290,000 tested, 0.091% active; inhibition, % at 10 µM, or IC50 in µM where a hit was titrated; further: strong numbers were not always called active
# NOD1 inhibition = NOD1 signaling inhibitors, primary screen, cell-based, luminescence, uHTS (AID 1578); NOD1-driven NF-kB luciferase reporter cells, luminescence; higher % means a stronger effect; 290,000 tested, 1% active; one-dose inhibition, % at 4 µM; EC50 in µM for titrated hits; in the data active means inhibition mostly above about 36%, no sharp cut-off; inactive means mostly below about 34%;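 further: HEK-293T reporter cells stimulated with the NOD1 agonist gamma-tri-DAP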
# T cell modulator = modulators of CD8 T cell-vesicle binding, primary screen, mouse 2C CD8+ T cells, flow cytometry | 2C CD8+ T cell-vesicle binding; active compounds read low | calls only at 7 µM | 330,000 tested, 0.068% active | AID 2052, 2009;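 active means response, share of CD8 T cells binding vesicles, and their 90th percentile fluorescence all below set limits, cut at about 80% in these data, passing the limit was not always enough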
#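 Material: murine 2C transgenic CD8+ T lymphocytes / Also added: QL9-peptide-loaded Drosophila micro-vesicles bearing Ld, ICAM-1 and B7-1 / Schedule: binding step 1.5 h, 37 °C, antibody labelling 20 min, ice / Signal: flow cytometry, PE anti-B7-1 (FL2) versus Alexa647 anti-CD8 (FL8), PFA-fixed / Evaluation: percent CD8+ FL2 mean versus row control / Benchmarks: naked versus QL9-loaded vesicles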
# NTR1 agonist = agonists of NTR1, primary screen, imaging, U2OS cells, beta-arrestin-GFP, high content (AID 493036) | NTR1-U2OS beta-arrestin-GFP spot imaging, agonist mode | 330,000 tested, 0.17% active | activation, % at 20 µM;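 active means activation at or above 40% of the spot to cytoplasm intensity ratio, with at least 20 cells analyzed; inconclusive means wells under 20 cells, flagged as cytotoxic or low count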;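 further: 0% = DMSO without peptide and 100% = 100 nM NTR1 peptide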
# Target sequence (P30989 whole entry, looked up): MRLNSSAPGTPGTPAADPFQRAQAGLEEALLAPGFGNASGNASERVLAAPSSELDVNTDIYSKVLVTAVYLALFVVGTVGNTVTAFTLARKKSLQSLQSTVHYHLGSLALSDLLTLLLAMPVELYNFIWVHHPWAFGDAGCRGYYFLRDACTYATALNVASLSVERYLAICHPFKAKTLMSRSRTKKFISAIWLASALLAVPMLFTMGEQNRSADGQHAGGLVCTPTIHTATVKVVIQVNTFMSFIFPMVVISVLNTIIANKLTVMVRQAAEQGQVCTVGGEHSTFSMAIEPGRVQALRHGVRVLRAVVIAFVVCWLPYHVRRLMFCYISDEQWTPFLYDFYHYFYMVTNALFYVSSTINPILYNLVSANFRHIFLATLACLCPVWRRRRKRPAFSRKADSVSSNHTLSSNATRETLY
# T cell modulator vesicle-bound % = further read-out of T cell modulator, marked with its call; double positive events, %; measured here: CD8+ vesicle-bound cell fraction;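 binding gate set so that unloaded-vesicle control wells show 10% double positive cells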
# NTR1 agonist cell count 20 µM = further read-out of NTR1 agonist, marked with its call; cell count; measured here: cell count, cytotoxicity flag
# Myeloid diff 2 GFP+ MAC1+ % = recorded beside Myeloid diff 2, whose call it bears; GFP+ MAC1+ double positive, %; measured here: differentiation confirmed by MAC1 staining
# The depositor's hits bear a star; i = inactive; ? = inconclusive; . = no result given; [ ] = dose if it differs, or a comment. Unless noted, no stated cut-off is given here; in the data, active means inhibition above about 50%; inactive means the rest.
SMILES,Myeloid diff 2,Myeloid diff 2 GFP+ MAC1+ %,GPR55 activation,HEK293 NOD2/NF-kB,KOR beta-arrestin-1,GPR55 antagonists,KOR beta-arrestin-2,NOD1 inhibition,T cell modulator,T cell modulator vesicle-bound %,NTR1 agonist,NTR1 agonist cell count 20 µM
COC1=C(OC)c2ccccc2C(C(=O)O)N/C1=C(/C)Nc1ccncc1 (configuration not stated),i,1.2,-0.3%,7%,7.0%,-11%,-11%,-21%,i,39,-0.3,38
CC12CCC(C(=O)NNC(=O)c3ccc(F)cc3)(OC1=O)C2(C)C (configuration not stated),i,1.0,0.0%,-4%,4.7%,-12%,-18%,-14%,i,8,-1.2,66
Cc1ccc2nc(-c3cccc(S(=O)(=O)N4CCCC4)c3)cn2c1,i,0.5,-0.1%,18%,-2.2%,4%,-28%,15%,i,28,2.1,64
Oc1ccc(N2Cc3ccccc3C2)cc1,i,0.3,0.0%,7%,-4.9%,6%,-7%,-8%,.,.,-0.5,63
CC(C)CN(CC(C)C)c1nnc(N)s1,i,1.0,-0.2%,11%,0.4%,8%,8%,-10%,i,60,0.4,58
CC(C)(C)c1cc(C(=S)N2CCCC2)cc(C(C)(C)C)c1O,i,0.4,-0.1%,21%,-2.5%,-20%,-53%[20 µM],32%,i,51,4.1,56
Cc1cc(Nc2ccccc2)c2c([N+](=O)[O-])cc(C)c(C)c2n1,i,1.5,0.8%,20%,-4.3%,-12%,0%,7%,i,49,17,54
CN1C(C(=O)N2CCc3ccccc3C2)=CC(c2ccc(F)cc2)=NS1(=O)=O,i,2.3,0.8%,-3%,-3.9%,-7%,-23%,5%,i,10,0.2,60
CCCOc1c(Br)cc(C2C3=C(CCCC3=O)N(CC)C3=C2C(=O)CCC3)cc1OC,i,0.1,0.1%,5%,3.3%,-6%,-24%,-11%,i,50,0.3,87
COC(=O)Nc1ccc(Cc2ccncc2)cc1,i,0.9,-0.1%,20%,-6.9%,-16%,13%[20 µM],-19%,i,25,-0.4,64

# No new results follow: an excerpt of the list.
SMILES,Myeloid diff 2,Myeloid diff 2 GFP+ MAC1+ %,GPR55 activation,HEK293 NOD2/NF-kB,KOR beta-arrestin-1,GPR55 antagonists,KOR beta-arrestin-2,NOD1 inhibition,T cell modulator,T cell modulator vesicle-bound %,NTR1 agonist,NTR1 agonist cell count 20 µM
CC(C)CN(CC(C)C)c1nnc(N)s1,i,1.0,-0.2%,11%,0.4%,8%,8%,-10%,i,60,0.4,58
CC(C)(C)c1cc(C(=S)N2CCCC2)cc(C(C)(C)C)c1O,i,0.4,-0.1%,21%,-2.5%,-20%,-53%[20 µM],32%,i,51,4.1,56
Cc1cc(Nc2ccccc2)c2c([N+](=O)[O-])cc(C)c(C)c2n1,i,1.5,0.8%,20%,-4.3%,-12%,0%,7%,i,49,17,54
CN1C(C(=O)N2CCc3ccccc3C2)=CC(c2ccc(F)cc2)=NS1(=O)=O,i,2.3,0.8%,-3%,-3.9%,-7%,-23%,5%,i,10,0.2,60
CCCOc1c(Br)cc(C2C3=C(CCCC3=O)N(CC)C3=C2C(=O)CCC3)cc1OC,i,0.1,0.1%,5%,3.3%,-6%,-24%,-11%,i,50,0.3,87
COC(=O)Nc1ccc(Cc2ccncc2)cc1,i,0.9,-0.1%,20%,-6.9%,-16%,13%[20 µM],-19%,i,25,-0.4,64

# Later entries
SMILES,Myeloid diff 2,Myeloid diff 2 GFP+ MAC1+ %,GPR55 activation,HEK293 NOD2/NF-kB,KOR beta-arrestin-1,GPR55 antagonists,KOR beta-arrestin-2,NOD1 inhibition,T cell modulator,T cell modulator vesicle-bound %,NTR1 agonist,NTR1 agonist cell count 20 µM
COc1ccc(S(=O)(=O)N(CC(=O)Nc2cccnc2)c2ccccc2OC)cc1,i,7.0,0.0%,-9%,-1.1%,-7%,37%,-1%,i,16,-0.5,75
CCc1ccc(NC(=O)CSc2nnnn2-c2cccnc2)cc1,i,0.5,-0.2%,0%,3.1%,1%,-8%,-28%,i,9,1.2,59
CCn1c(SCC(=O)Nc2ncc(C(F)(F)F)cc2Cl)nnc1-c1cccc(C)c1,i,0.3,-0.1%,7%,-4.1%,13%,17%,-31%,i,46,-0.7,58
CS(=O)(=O)N(Cc1ccc(C(=O)NC2CCCCC2O)cc1)c1ccccc1 (configuration not stated),i,0.8,0.2%,-6%,-5.5%,5%,-24%,-9%,i,19,-1.1,46
Cc1cc([N+](=O)[O-])nn1Cc1noc(C(=O)NCCc2ccccn2)n1,i,0.5,-0.2%,-2%,9.8%,-16%,-9%,-29%,i,59,-1.2,27
O=C(c1cc2ccccc2oc1=O)N(Cc1ccco1)Cc1cccs1,i,2.5,-0.1%,0%,-3.4%,9%,14%,-61%,i,45,-1.1,85
O=C(NCCCN1CCCC1)c1ccc(CSCc2cccc(Cl)c2)o1,i,5.4,-0.1%,20%,-2.3%,7%,32%,-32%,i,20,-0.4,69
O=[N+]([O-])c1ccc(Sc2cc[n+]([O-])c3ccccc23)c([N+](=O)[O-])c1,?,.,-0.1%,-14%,-0.5%,5%,39%,-3%,i,30,5.3,45
CCc1ccc(-c2cc(C(=O)Nn3cnnc3)c3ccccc3n2)cc1,.,.,-0.1%,-58%,-3.4%,3%,-4%,38%,i,18,0.6,44
Cc1c(C)c2cc3c(C)coc3cc2oc1=O,i,0.8,-0.1%,-8%,-4.4%,-3%,-10%,-10%,i,26,-0.9,49
COC(=O)CCC(=O)OC1(C)C(=O)C=C2C=C(C3CC3)N(Cc3ccccc3)C=C2C1=O (configuration not stated),i,1.2,-0.2%,6%,.,-2%,-8%,-1%,i,43,0.5,89
COc1ccccc1N1C(=O)CC(N(O)c2ccccc2)C1=O (configuration not stated),i,0.1,-0.2%,0%,-1.8%,11%,1%,-16%,i,25,1.0,37
O=C(Nc1ccc(Cl)cc1C(=O)N1CCCCC1)c1ccco1,i,0.2,-0.1%,6%,-1.3%,-1%,5%,-35%,i,21,-1.3,36
COc1ccc(NC(=O)CC2C(=O)N(c3ccc(OC)cc3)C(=O)N2CCc2cccs2)cc1 (configuration not stated),i,0.8,-0.2%,-10%,2.1%,1%,35%,-9%,i,49,0.2,69
CC1CCN(CCc2nc3cc(NS(=O)(=O)c4ccccc4)ccc3n2C)CC1,i,0.0,-0.1%,5%,0.5%,-11%,4%,8%,i,60,0.2,79
CCCCNc1nc2c(c(=O)n(Cc3ccccc3)c(=O)n2C)n1C,i,0.4,0.2%,25%,-3.1%,12%,-2%,-1%,i,20,1.7,86
OCC#CCSc1nnc(-c2ccncc2)o1,i,1.4,-0.2%,-4%,3.6%,-10%,-16%,9%,i,28,0.3,73
COC(=O)Cc1c(O)ccn(Cc2ccccc2OC)c1=O,i,0.1,-0.2%,12%,-2.3%,23%,11%,-13%,i,48,0.3,69
Cc1ccc(S(=O)(=O)n2cnc3ccccc32)c(C)c1,i,1.5,0.0%,-23%,2.2%,-2%,-33%,-7%,i,16,6.6,100
COc1cccc(CNC(=O)N2CCN(c3ccccc3C)CC2)c1,i,0.4,-0.2%,-20%,-0.9%,0%,-11%,-11%,i,26,-0.7,56
CCCCNC(=O)c1ccc2c(SCC(=O)O)c3c(nc2c1)CCCC3,i,0.5,0.2%,12%,-2.9%,10%,-4%,-1%,i,52,-0.3,73
CCNc1nnc(CCn2nc(C)c(Br)c2C)s1,i,0.4,0.1%,-2%,0.3%,-1%,3%,-19%,i,44,2.2,48
COc1ccc(C(=O)CSc2nc3ccc([N+](=O)[O-])cc3[nH]2)cc1,i,0.2,-0.2%,16%,-2.9%,0%,11%,-16%,i,39,1.7,41
CCn1cc(S(=O)(=O)N2CCc3ccccc3C2)cn1,i,1.3,0.4%,0%,6.4%,-13%,-33%,8%,i,13,-0.3,44
C/C(=N\O)c1ccc2c3c([nH]c2c1)CCCC3,i,0.6,-0.1%,-23%,4.9%,-2%,-11%,-27%,i,22,0.6,37
COc1ccc(N=C2SC(CC(=O)Nc3ccccc3F)C(=O)N2Cc2ccco2)cc1 (configuration not stated),i,0.4,0.1%,13%,1.1%,10%,-32%,-19%,i,46,2.9,41
COc1ccccc1-c1nc2cc3ccccc3cc2nc1-c1ccccc1OC,i,0.1,-0.1%,-3%,5.9%,-7%,10%,35%,i,52,4.6,79
COc1ccc(OC)c(NC(=O)N[C@@H](Cc2ccccc2)C(=O)O)c1,i,8.1,0.3%,-3%,1.3%,16%,-3%,1%,i,36,0.8,71
Cc1ccc(-c2nnc(CSc3nnc4c5c(C)c(C)sc5nc(C(C)C)n34)o2)cc1,.,.,0.2%,19%,0.4%,5%,-16%,-22%,.,.,.,.
CC12CCC(C(=O)N3CCc4ccccc43)(CC1=O)C2(C)C (configuration not stated),i,0.9,-0.1%,12%,3.3%,2%,-14%,-23%,i,58,-0.5,60
CCOc1ccc(NC(=S)N2CCCN(Cc3cccc(Cl)c3)C2)cc1,i,0.7,0.4%,-2%,0.0%,12%,-26%,-27%,i,35,0.1,56
Cc1ccc(CCCOC(=O)C[N+]2(C)CCCC2)cc1,i,0.8,-0.4%,17%,-1.4%,-10%,7%,14%,i,40,-2.0,46
CCOC(=O)c1nc(S(C)(=O)=O)ncc1Cl,i,2.7,-0.1%,16%,-0.5%,2%,8%,12%,i,22,10,60
Cn1cc(C(=O)C(=O)NC2CCCCC2)c2ccccc21,i,0.6,0.0%,-15%,-2.9%,14%,38%,-40%,i,14,0.2,66
Cc1cccc(N/N=C(\C=N\N)C(=O)c2ccc(Br)cc2)c1,.,.,0.2%,-20%,-3.9%,6%,15%,-1%,i,67,23,53
FC(F)(F)c1ccccc1NC(=S)N1CCCC1,i,1.1,-0.2%,18%,-0.2%,8%,-5%,-1%,i,27,1.2,43
CC(NC(=O)COc1ccc(S(=O)(=O)N2CCCC2)cc1)c1ccccc1 (configuration not stated),i,0.7,0.0%,6%,0.7%,13%,-3%,-8%,i,35,0.4,47
CN(C)S(=O)(=O)c1ccc(C(=O)NCc2cccs2)cc1,i,10,0.2%,4%,-2.9%,8%,-4%,2%,i,14,-1.7,58

# The list is partial. The share of hits here may be higher or lower than overall.
